Assay outcomes from PubChem.
GCN5L2 inh: inhibitors of human GCN5L2 histone acetyltransferase | Q92830 | GCN5L2 HAT assay, ThioGlo1 CoA-SH fluorescence | Potency, µM (doses to about 58.9 µM), for the others: top-dose activity change, negative = inhibition, usual class: inhibitors | 0.21% of 390,000 active | AID 504327
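Free CoA generated was detected with ThioGlo1 (50uM) fluorescence at Ex340nm/Em540nm, read immediately and after 20 min at room temperature. Enzyme, 20 nM in HEPES pH 7.5 buffer, saw compounds 15 min before adding 75uM H3(1-25) peptide and 70uM acetyl-CoA.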
TDP1 cell CPT: growth inhibition of DT40 Tdp1-/-;hTDP1 cells with camptothecin (screen for TDP1 inhibitors); chicken DT40 Tdp1-/-;hTDP1 cells + 20 nM CPT, ATP luminescence, 48 h; Potency, µM (doses to about 46.2 µM), inactives show at the highest dose activity change, negative = growth inhibition, hits mostly inhibitors; AID 686979; 12% of 420,000 active; further: nearly all actives have a fitted effect of over 55% in size
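Chicken DT40 Tdp1-/- cells stably complemented with human TDP1 were seeded at 400 cells/well in medium containing 20 nM camptothecin, exposed to pin-transferred compounds, and grown at 37 °C for at least 48 hr. Viability was read as ATP luminescence.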
FEN1 inh: human FEN1 inhibition; Recombinant FEN1 flap cleavage, fluorescence, 15 min; P39748; 0.35% of 390,000 active; AID 588795; Potency, µM (highest dose often 114 µM), for the others: at the highest dose activity change, negative = inhibition, actives largely listed as inhibitors; further: nearly all actives have a fitted effect of over 65% in size
Target sequence (P39748 whole entry, looked up): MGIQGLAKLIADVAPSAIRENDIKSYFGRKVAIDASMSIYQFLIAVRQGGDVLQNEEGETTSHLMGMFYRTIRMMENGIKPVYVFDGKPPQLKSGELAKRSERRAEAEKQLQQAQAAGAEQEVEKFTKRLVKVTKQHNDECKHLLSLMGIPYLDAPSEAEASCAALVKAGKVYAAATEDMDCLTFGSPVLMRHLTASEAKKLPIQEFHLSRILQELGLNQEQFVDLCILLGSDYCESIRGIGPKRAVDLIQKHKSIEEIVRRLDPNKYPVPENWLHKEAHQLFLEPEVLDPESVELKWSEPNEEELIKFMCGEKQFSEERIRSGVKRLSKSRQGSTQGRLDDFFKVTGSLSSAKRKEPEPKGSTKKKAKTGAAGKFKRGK
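Quantitative HTS format: each compound was titrated, incubated with 10 nM nuclease for 15 min at room temperature, then challenged with flap substrate at 50 nM final. Signal change over 15 min gave concentration–effect curves.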
An asterisk follows results filed as active; u = inconclusive; x = not tested or not shown; & = joins results of further samples; [ ] = another dose, or the depositor's remark. The call rests on the fitted dose curve; in most records, active means well fitted curve in the direction sought with a large enough effect; inconclusive means small, poorly fitted or top-dose-only effect, or another doubt; inactive means no such curve, though single readings can be large; an effect the other way counts as inactive or inconclusive. On the % scale 0 is the no-effect control and ±100 the full control effect; potency means the concentration at half of the fitted maximal effect. An excerpt; the hit share may differ from the screen's.

SMILES	GCN5L2 inh	TDP1 cell CPT	FEN1 inh
COc1ccc(NC(=O)Nc2sc(NS(=O)(=O)c3ccccc3)nc2C)cc1	-19%	3%	4%
CCOC(=O)c1c(NC(=O)CSc2nnc(-c3ccc(Cl)cc3)o2)sc2c1CCC2	x	-18%	12%
COC(=O)[C@@]1(C)[C@H]2C(=O)N(Cc3ccccc3)C(=O)[C@H]2[C@H]2CN=C(SCC(=O)c3ccccc3)N21	-1%	u	-4%
Cc1ccc(OCC(=O)Nc2ccc3[nH]c(=O)sc3c2)cc1	0%	5%	-6%
COc1ccc(OC)c(/C=N/NC(=O)c2nnn(-c3nonc3N)c2-c2cccs2)c1	-2%	-5%	-10%
Cc1ccc(NC(=O)COC(=O)c2ccccc2OCC(=O)Nc2ccc(Br)cc2)c(Br)c1	x	-14%	4%
Cc1c(C(=O)N(C)C2CCCCC2)sc2ncnc(N3CCN(c4ccccc4)CC3)c12	-23%	13µM*	6%
CCOC(=O)Cc1csc(NC(=S)NC(=O)c2ccc(C)cc2)n1	-1%	u	9%
O=C(O)/C(=C\c1ccc(F)cc1)c1ccc(-c2ccccc2)cc1	u	-5%	-6%
CC1(C)C(=O)Nc2ccccc2N1C(=O)COC(=O)Cn1cnc2ccccc2c1=O	-4%	3%	-5%
Cc1ccc(C2=NN(C(=O)CCC(=O)O)C(c3cn(-c4ccccc4)nc3-c3ccc(C)cc3)C2)cc1 (configuration not stated)	u	-12%	-32%
O=C(NNc1ncnc2ccccc12)c1cccc(Cl)c1	-6%	u	-23%
COc1cc(OC)c(NS(=O)(=O)c2cccc(C(=O)OCC(=O)NCC3CCCO3)c2)cc1Cl (configuration not stated)	-5%	u	17%
COc1ccc(C(=O)NCCN2CCCC2)cc1OC	-6%	-10%	7%
COc1ccc(N2C(=NC(=O)CC3CCCCC3)SC3CS(=O)(=O)CC32)cc1 (configuration not stated)	-4%	-24%	14%
Cc1ccccc1NC(=O)CSc1nc2ccc(NC(=O)c3ccco3)cc2s1	-11%	16µM*	-1%
O=C(O)/C=C/C(=O)Nc1cccc2cccnc12	-8%	0%	-5%&4%
O=C(O)CCN1Cc2ccccc2C1=O	-7%	-15%	2%
COc1ccc(OCc2nnc(SC3CCOC3=O)n2-c2ccccc2)cc1 (configuration not stated)	-8%	-3%	8%
CC1CCCCC1NC(=O)Cn1cnc2ccccc2c1=O (configuration not stated)	-1%	u	2%
O=C(CN(CCc1ccccc1)C(=O)CN1C(=O)COc2ccccc21)NCc1ccco1	-14%	-6%	-6%
CC(OC(=O)/C(C#N)=C/c1ccc(N(C)C)cc1)C(=O)N(C)c1ccccc1 (configuration not stated)	-9%	u	50µM*
CCc1cc(C(=O)OC)c(NC(=O)CC2SC(=NC)N(C)C2=O)s1 (configuration not stated)	-7%	7%	15%
COc1ccc(-n2c(Cc3cccn3C)nnc2SCC(=O)Nc2ccccc2OC)cc1	-9%	u	8%
O=S(=O)(Nc1ccc(-c2ccc(N3CCCC3)nn2)cc1)c1cc(F)ccc1F	0%	u	-2%
O=C(NCCC1CCCCN1S(=O)(=O)c1cccs1)C(=O)Nc1ccc(F)cc1 (configuration not stated)	-4%	u	-10%
CN(C)S(=O)(=O)c1cc(C(=O)NCc2ccccc2)c(Cl)cc1Cl	-20%	-21%	-9%
O=[N+]([O-])c1cccc2[nH]ncc12	x	-15%	-17%
COC(=O)c1cc(NC(=O)COC(=O)C2CCC2)cc(C(=O)OC)c1	-9%	7%	-3%
CC(C)Oc1ccc(S(=O)(=O)N2CCOCC2)cc1NC(=O)Cc1ccsc1	-2%	21µM*	-6%
COc1cccc2[nH]c(C(=O)NCC3CCCO3)cc12 (configuration not stated)	-4%	-4%	6%
CC(C)(C)NC(=O)CSc1nc2cc(S(=O)(=O)N3CCCCC3)ccc2o1	1%	u	-13%
Oc1ccc(NC(=S)N=Nc2c(O)[nH]c3ccc(Br)cc23)cc1	-12%	-78%	-14%
COc1ccc(NC(=O)c2nnn(-c3ccc(C(C)C)cc3)c2C)c(OC)c1	-2%	0%	-6%
COc1cc2c(cc1OC)CN(CC(=O)Nc1cccc(C(F)(F)F)c1)CC2	2%	-53%	-4%
CN(C)c1cccc(NC(=O)NC2(C)CCS(=O)(=O)C2)c1 (configuration not stated)	-6%	-7%	6%
COc1cccc(CNC(=O)c2ccc(Cn3c(SCc4ccccc4)nc4cccnc43)cc2)c1	-10%	8.2µM*	-4%
COc1ccccc1Oc1coc2cc(OCC(N)=O)ccc2c1=O	-3%	-1%	-2%
CCOc1ccc2nc(N3CCCC(C(=O)NCCCN4CC(C)CC(C)C4)C3)sc2c1 (configuration not stated)	-4%	18µM*	7%
COc1ccc(NC(=O)C/C(C)=N/NC(=O)C2CCCCC2)c([N+](=O)[O-])c1	-2%	2%	0%
CC(Oc1cccnc1[N+](=O)[O-])C(=O)Nc1ccc(F)cc1 (configuration not stated)	-1%	-2%	-7%
Cc1cccc(NC(=O)c2cc3c(=O)n(Cc4cccnc4)ccc3nc2C)c1	-13%	-22%	17%
CN(NS(=O)(=O)c1ccc(F)cc1)c1ncc(C(F)(F)F)cc1Cl	-12%	-1%	-11%
O=C(CSc1cccc2cccnc12)N1CCCC1	-14%	4.1µM*	-14%
O=C(CN1CCCC1)Nc1c2c(cc3c1CCC3)CCC2	-1%	-9%	1%
Cc1ccc(S(=O)(=O)NCC(=O)N/N=C/c2ccccc2O)cc1	13%	5.2µM*	4%
Cc1cc(C(=O)NCC2CCCO2)n(-c2ccccc2)n1 (configuration not stated)	0%	-12%	-6%
Cc1ccc(NC(=O)c2cc3c(=O)[nH]c4ccccc4c3n2C)cc1F	0%	u	5%
CCC1=NN=C(c2ccc(F)cc2)C(c2c[nH]c3ccccc23)N1O (configuration not stated)	-7%	-8%	5%
COCCN1C(=O)c2[nH]nc(-c3ccccc3O)c2C1c1ccc(OCc2ccccc2)c(OC)c1 (configuration not stated)	-11%	u	-22%
CC(C(=O)OCC(=O)Nc1ccc2c(c1)OCO2)N1C(=O)c2ccccc2C1=O (configuration not stated)	-4%	-18%	-6%
CC1Cc2cc(S(=O)(=O)CCC(=O)Nc3ccccc3F)ccc2N1C(=O)C1CC1 (configuration not stated)	-6%	u	-11%
Cc1ccc(N2CC(C(=O)Nc3ccc(S(=O)(=O)Nc4nccs4)cc3)CC2=O)cc1 (configuration not stated)	-7%	-2%	-3%
COc1ccc(NC(=O)CSc2nnc(-c3ccccc3F)n2C2CC2)cc1S(N)(=O)=O	-6%	3%	4%
Cc1ccc(-c2cc3ccccc3nc2N2CCCC2)cc1	-17%	u	7%
COc1cc(C(=O)NCCc2ncccc2C)ccc1OC1CCN(C(C)=O)CC1	-26%	1%	-15%
Cc1cccc(/C=C(\C#N)c2nc3ccccc3c(=O)[nH]2)c1	-7%	u	-23%
COc1ccc(Br)cc1/C=N/NC(=O)c1nc(-c2ccccc2)n2c1CCCCC2	-11%	u	12%
CN(C(=O)Cn1nc(C(=O)O)c2ccccc2c1=O)C1(C#N)CCCCC1	-3%	-11%	19%
O=C(CN1CCN(Cc2ccccc2)CC1)NCCNc1ccc([N+](=O)[O-])cn1	-7%	-9%	6%
More compounds
SMILES	GCN5L2 inh	TDP1 cell CPT	FEN1 inh
O=C(Nc1ccc2c(c1)OCO2)c1n[nH]c(=O)c2ccccc12	-9%	-17%	13%
COc1cc(/C=N/NC(=O)Cc2c[nH]c3ccccc23)cc(OC)c1OC	-11%	-20%	-22%
COc1ccccc1CCc1nnc(CCC(=O)N(C)Cc2ccncc2C)o1	3%	-23%	1%
COc1ccccc1CNC(=O)COc1cccnc1[N+](=O)[O-]	-3%	-20%	2%
O=C(COc1ccccc1[N+](=O)[O-])N/N=C/c1ccc(OC(=O)c2ccco2)cc1	1%	-13%	1%
CCOc1ccc(C(=O)NCC(C)C)cc1	x	3%	0%
CN(C(=O)CSc1nc2ccccc2o1)C1CCCCC1	-18%	u	-3%
Cc1ccc(NC(=O)N(C2=NCC(C)S2)c2ccccc2)cc1 (configuration not stated)	x	-17%	-11%
COc1ccc2c(OC)cc(-c3ccccc3)nc2c1	-7%	-26%	-5%
CC(C)n1nnnc1SCC(=O)NC1CCCC1	-2%	20%	-6%
CCOC(=O)c1sc2cccc(Cl)c2c1N	1%	-2%	4%
Cc1cc(Br)ccc1OCCn1ccnc1	0%	-8%	6%
CCN(CC)C(=O)[C@H]1CC(CC(=O)NCCc2ccccn2)C(=O)N2CCc3c([nH]c4ccc(OC)cc34)[C@]12C (some centres not stated)	3%	15%	-6%
COc1cccc(C2=CC(c3ccc(OC)c(OC)c3OC)n3ncnc3N2)c1 (configuration not stated)	-25%	u	-5%
O=C(CNc1cccc(F)c1)Nc1cccc(S(=O)(=O)N2CCCCC2)c1	-4%	13%	-16%
c1ccc(-c2nc3cnccn3c2Nc2ccc3c(c2)OCCO3)cc1	-7%	u	-6%
C/C(CC(O)c1ccc2ccccc2n1)=N/O (configuration not stated)	-3%	-9%	-5%
O=C(On1c(-c2ccccc2)nc2ccccc2c1=O)c1ccco1	x	23µM*	-21%
CC(=O)c1cc2c(cc1NC(=O)Cc1c(C)noc1C)OCO2	-2%	u	-1%
CCCCn1c(C(C)NC(=O)CCC)nc2ccccc21 (configuration not stated)	-18%	u	21%
COc1cc2c(ccc3cc(OC)c(OC)c(O)c32)cc1O	-16%	7.3µM*	22µM*
CC(C)(C)c1cc(CCC(=O)NCC2CCCO2)cc(C(C)(C)C)c1O (configuration not stated)	1%	-29%	21%
COc1cc(OC)c(N(C)S(=O)(=O)c2cccc(C(=O)Nc3nnc(C4CC4)s3)c2)cc1Cl	14%	-18%	-4%
C/C=C/C(=O)OCC(=O)Nc1cc(OC)c([N+](=O)[O-])cc1C	-18%	5%	2%
Cc1nn(CC(N)=O)c(=O)c2ccccc12	0%	u	6%
COc1ccccc1C(=O)Nc1c(C(=O)N(CCN(C)C)Cc2ccco2)oc2ccccc12	-19%&-5%	9.2µM*	-24%&-20%
CCOCCCNS(=O)(=O)c1ccccc1	-8%[0.501 µM]	-5%	-8%
COc1cc(/C=C2/C(=N)N3N=C(C)SC3=NC2=O)ccc1OS(=O)(=O)c1ccc(C)cc1	-12%	-11%	-3%
